RXFP1 antag = antagonists of human relaxin receptor RXFP1; AID 1259400; activity change, negative = inhibition, % at 57.5 µM; 0.59% of 350,000 active; HEK293-RXFP1, relaxin-stimulated cAMP HTRF, 30 min; hits give low values;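 active means activity change of -60% or lower, but not beyond a set lower limit; inconclusive means change between -60% and -40%, or beyond the set limit; inactive means change above -40%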; further: on the % scale 0 is the no-effect control and ±100 the full control effect
D1 ag = agonists of human D1 dopamine receptor; activation, % at 2 µM; 1% of 360,000 active; HEK293 T-REx D1 cells, calcium flux, agonist mode; in the data active means activation above about 30%; further: 0% is about no effect
Target sequence (P21728 whole entry, looked up): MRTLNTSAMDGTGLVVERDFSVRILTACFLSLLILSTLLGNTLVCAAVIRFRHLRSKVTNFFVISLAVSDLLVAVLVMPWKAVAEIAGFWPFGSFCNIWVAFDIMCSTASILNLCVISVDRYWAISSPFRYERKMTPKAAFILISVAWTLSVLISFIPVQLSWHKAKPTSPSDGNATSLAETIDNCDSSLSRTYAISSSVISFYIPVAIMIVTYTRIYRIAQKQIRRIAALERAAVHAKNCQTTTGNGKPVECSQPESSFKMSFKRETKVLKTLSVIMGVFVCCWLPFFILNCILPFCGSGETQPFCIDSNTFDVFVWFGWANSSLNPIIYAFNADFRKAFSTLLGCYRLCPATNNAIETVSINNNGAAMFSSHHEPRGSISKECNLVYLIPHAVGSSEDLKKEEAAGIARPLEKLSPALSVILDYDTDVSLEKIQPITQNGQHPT
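Tetracycline-induced HEK293 TREx D1 cells, force-coupled to calcium signalling, were dye-loaded with a no-wash calcium kit. Compound was pin-added after a 10 s baseline. Fluorescence was read kinetically at 1 cycle/s for 180 s, with calcium rises flagged as agonism.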
D2 PAM = D2 dopamine receptor (human) potentiation; P14416; HEK293 T-REx D2, calcium flux, EC20 dopamine potentiation; potentiation, % at 10 µM; 0.34% of 340,000 active; AID 485347;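 active means potentiation over 3 SD above the plate norm, cut at about 30% in these data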; further: 0% is about no effect
Target sequence (P14416 whole entry, looked up): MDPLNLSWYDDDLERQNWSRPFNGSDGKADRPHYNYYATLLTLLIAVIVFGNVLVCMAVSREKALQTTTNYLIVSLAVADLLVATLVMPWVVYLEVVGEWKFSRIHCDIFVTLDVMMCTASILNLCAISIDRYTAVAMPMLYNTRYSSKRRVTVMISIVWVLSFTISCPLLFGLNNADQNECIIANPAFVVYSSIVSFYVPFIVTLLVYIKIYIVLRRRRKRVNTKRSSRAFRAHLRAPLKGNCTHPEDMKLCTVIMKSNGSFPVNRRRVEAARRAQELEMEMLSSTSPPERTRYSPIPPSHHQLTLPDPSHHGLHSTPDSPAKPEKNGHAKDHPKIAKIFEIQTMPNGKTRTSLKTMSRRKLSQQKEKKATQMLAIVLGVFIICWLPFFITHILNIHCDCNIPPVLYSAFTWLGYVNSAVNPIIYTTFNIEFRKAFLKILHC
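Tetracycline-induced HEK293 T-REx cells force-coupled to calcium signalling expressed D2; compounds were pin-added after a 10 s baseline, read kinetically 180 s, then an EC20 dopamine challenge followed with a further 180 s calcium read.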
Anesthetic bind = binds horse apoferritin like a general anesthetic | P02791 | 0.074% of 350,000 active | apoferritin/1-aminoanthracene competitive binding, fluorescence | Potency, µM (doses to about 77.5 µM), inactives show top-dose activity change, negative = displacement, usual class: inhibitors | AID 485281; further: potency means the concentration at half of the fitted maximal effect; on the % scale 0 is the no-effect control and ±100 the full control effect; nearly all actives have a fitted effect of over 20% in size
Target sequence (P02791 2-175 limits assumed): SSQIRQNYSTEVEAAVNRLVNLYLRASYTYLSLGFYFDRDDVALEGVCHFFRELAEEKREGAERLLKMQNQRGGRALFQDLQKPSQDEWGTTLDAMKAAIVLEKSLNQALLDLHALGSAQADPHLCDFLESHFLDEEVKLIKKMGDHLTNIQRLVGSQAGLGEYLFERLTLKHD
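In PBS, apoferritin at 10 uM is loaded with 1-AMA from a 50% saturated solution. After 10 min of compound exposure at ambient temperature, reduced 535 nm fluorescence indicates probe displacement.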
D1 antag = antagonists of human D1 dopamine receptor. P21728. HEK293 TREx D1 cells, calcium flux, dopamine EC80; hits give low values. activity change, negative = inhibition, % at 10 µM. 3.2% of 360,000 active. AID 504652; in the data active means activity change below about -30%; further: on the % scale 0 is the no-effect control and ±100 the full control effect
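Cells carrying a force-coupled, tetracycline-inducible human D1 receptor report calcium flux. Each well gets a 10 s baseline, compound with 180 s monitoring, then an EC80 dopamine stimulus with a second 180 s kinetic read.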
TRHR PAM = TRH receptor (human) allosteric enhancement; 0.66% of 360,000 active; enhancement, % at 2 µM; TRHR cells, fluo-8 calcium fluorescence, EC20 TRH enhancement; AID 493056; P34981; in the data active means enhancement above about 30%; further: 0% is about no effect
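TRHR-expressing cells loaded with fluo-8 calcium dye were read kinetically (ex 480/em 530) during compound addition, then stimulated with an EC20 of TRH (10 nM final). Enhancement of the Gq-mediated intracellular calcium response was scored.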
D1 PAM = human D1 dopamine receptor positive modulation; P21728; HEK293 TREx D1 cells, calcium flux, dopamine EC20 potentiation; potentiation, % at 10 µM; 0.036% of 360,000 active; AID 504651; in the data active means potentiation above about 30%; further: 0% is about no effect
TRHR ag = activates the human TRH receptor. TRHR cells, calcium flux fluo-8, FDSS agonist mode. 0.18% of 360,000 active. activation, % at 2 µM. P34981. AID 493084; in the data active means activation above about 30%; further: 0% is about no effect
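Steps: seed TRHR cells overnight; add fluo-8 no-wash Ca dye, RT 30 min–1.5 h; record 10 s baseline; pin-transfer compounds; monitor fluorescence 1 cycle/s for the agonist window. Calcium increases flag candidate agonists.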
RXFP1 ag = RXFP1 (human) receptor agonism; 0.3% of 370,000 active; HEK293T-RXFP1 cAMP TR-FRET, 30 min; response scale: percent of porcine relaxin response, buffer zero; Potency, µM (titrated, usually from 57.5 µM), for the others: at the top dose activation, usual class: activators; Q9HBX9; further: potency means the concentration at half of the fitted maximal effect; on the % scale 0 is the no-effect control and ±100 the full control effect; nearly all actives have a fitted effect of over 60% in size; many of its hits are not listed in these tables
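cAMP rise read by TR-FRET after 30 min, 37C compound exposure (up to 58 uM) in RXFP1-transfected HEK293 cells with Ro 20174 present. EC50 from Hill-equation fits, with 29 nM porcine relaxin as 100% and buffer as basal.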
The depositor's hits bear a star; ? = inconclusive; . = no result given; & = joins results of further samples; [ ] = remark or other dose. Unless noted, the call rests on the fitted dose curve; in most records, active means well fitted curve in the direction sought with a large enough effect; inconclusive means small, poorly fitted or top-dose-only effect, or another doubt; inactive means no such curve, though single readings can be large; an effect the other way counts as inactive or inconclusive. A portion of the library. The share of hits here may be higher or lower than overall.

Every second line gives: RXFP1 antag, D1 ag, D2 PAM, Anesthetic bind, D1 antag, TRHR PAM, D1 PAM, TRHR ag, RXFP1 ag
[1] Cc1cc(Cl)ccc1NC(=O)C1CCN(S(C)(=O)=O)CC1
→ -5, 5, -2, -5%, 1, -15, -7, -3.1, 0.6%
[2] C=CCOc1ccccc1CNCc1ccc(F)cc1
→ 4, 5, 10, -8%, ., -2, -5, 1.2, -2.2%
[3] CCN(CC)S(=O)(=O)c1cccc(C(=O)OCC(=O)Nc2ccc3c(c2)c2ccccc2n3CC)c1
→ 24, 0, 7, 4%, -2, 3, -3, 0.1, 2.9%
[4] CSC1=C(C#N)C(c2sccc2C)CC(=O)N1 (stereo not drawn)
→ 10, 8, 2, -9%, -2, 3, 0, -0.2, -1.5%
[5] COc1ccc(C(=O)NC(=S)NCC2CCCO2)cc1 (stereo not drawn)
→ ., 2, 3, -10%, 30, -1, 2, -0.1, -0.5%
[6] Cn1c(Cn2c(=O)sc3ccccc32)nnc1SCC(=O)N1CCCc2ccccc21
→ ., 1, -10, 7%, 7, -3, 4, -0.8, 0.4%
[7] COc1cccc(C(=O)NCC(=O)n2nc(C)cc2C)c1
→ 3, 1, -5, -13%, -12, 8, 1, 1.6, -0.6%
[8] CN1CCN(c2nc(-c3ccccc3)nc(-c3ccc(F)cc3)c2C#N)CC1
→ -13, 3, -3, -7%, 15, 3, -7, 1.3, 1.1%
[9] COc1ccc(N2CCN(C(=O)c3ccc(-n4nc(C)cc4C)cc3)CC2)cc1
→ 7, 1, -2, -8%, -18, -6, -1, -0.5, -0.9%
[10] COc1ccc(C(=O)Nc2cc(OC)cc(OC)c2)cc1
→ 3, 0, -2, -8%, -1, -3, 1, -0.3, 0.1%
[11] Cc1ccc(S(=O)(=O)NCC(=O)OCCOc2cccc(Cl)c2)cc1
→ -9, 4, 2, ., -5, 4, 40*, 0.7, -1.1%
[12] COc1ccc2[nH]c(=O)c(CN(CCc3ccccc3)Cc3nnnn3CC3CCCO3)cc2c1 (stereo not drawn)
→ 10, 2, -19, 95%[activator], 11, -7, -5, 0.2, 2.6%
[13] O=C(CCCN1C(=O)CCC1=O)Nc1ccc(Br)cc1F
→ 11, 1, -5, -14%, -32*, 1, -3, 0.4, -0.1%
[14] O=c1oc2ccccc2c(O)c1Cc1cc(Cl)c2cccnc2c1O
→ -20, 10, 11, 11%, 2, -2, -2, 0.4, 0.8%
[15] CCOC(=O)N1CCN(CC(=O)Nc2ccccc2C(=O)Nc2ccccc2)CC1
→ 6, 0, -6, ., -5, 2, 6, -0.1, 0.8%
[16] CC(C)c1ccc(OCC(O)Cn2cnc3ccccc32)cc1 (stereo not drawn)
→ -17, 6, 8, ?, 2, 4, -3, -0.4, 1.2%
[17] Cc1onc(C(=O)NCc2ccc(F)cc2)c1[N+](=O)[O-]
→ -1, 1, ., -8%, 12, -11, 8, 0.5, -1.7%
[18] CCC(=O)NC(c1ccc(OC)c(OC)c1)c1cc(Cl)c2cccnc2c1O (stereo not drawn)
→ -8, 23, 14, -12%, -5, 9, -5, -1.7, -0.8%
[19] CCCN1C=CC(=C2C(=O)c3ccccc3C2=O)C=C1
→ -10, 1, 3, -21%, -24, -1, -3, 1.3, -0.3%
[20] OCCN(Cc1ccccc1)C(=S)Nc1ccc(Cl)cc1Cl
→ -16, 1, 16, ?, -16, -11, -1, 0.4, 0.1%

A draw from above in order of SMILES length, high to low:
Every second line gives: RXFP1 antag, D1 ag, D2 PAM, Anesthetic bind, D1 antag, TRHR PAM, D1 PAM, TRHR ag, RXFP1 ag
[12] COc1ccc2[nH]c(=O)c(CN(CCc3ccccc3)Cc3nnnn3CC3CCCO3)cc2c1 (stereo not drawn)
→ 10, 2, -19, 95%[activator], 11, -7, -5, 0.2, 2.6%
[17] Cc1onc(C(=O)NCc2ccc(F)cc2)c1[N+](=O)[O-]
→ -1, 1, ., -8%, 12, -11, 8, 0.5, -1.7%
[5] COc1ccc(C(=O)NC(=S)NCC2CCCO2)cc1 (stereo not drawn)
→ ., 2, 3, -10%, 30, -1, 2, -0.1, -0.5%

New compounds follow.
Every second line gives: RXFP1 antag, D1 ag, D2 PAM, Anesthetic bind, D1 antag, TRHR PAM, D1 PAM, TRHR ag, RXFP1 ag
[21] CCOC(=O)CNC(=O)/C=C/c1c(Cl)cccc1Cl
→ 4, 1, 1, -9%, 13, 3, -7, -0.5, 0.7%
[22] O=C(Nc1ncccn1)c1ccc([N+](=O)[O-])cc1
→ -2, -2, ., 1%, 1, -2, -10, 0.5, 4.3%
[23] Cc1ccc2[nH]cc(C(=O)CN3CCC4(CC3)OCCO4)c2c1
→ -6, 2, -15, -2%, -4, -3, -2, 0.2, 0.5%
[24] Cc1ccc(CNc2nc3ccc(Cl)cc3n3cnnc23)cc1
→ -8, 5, 11, -15%, 14, 9, 2, 1.6, 0.6%
[25] COc1ccc(-c2csc(C)n2)cc1Br
→ -6, 0, -12, ?, -10, -1, -8, 0.3, 0.4%
[26] O=C(COC(=O)Cc1ccccc1F)NNC(=O)c1ccc([N+](=O)[O-])cc1
→ 1, 6, 0, ., -15, 2, -2, 0.4, 1.2%
[27] Cc1cccnc1Nc1nc(-c2ccc(O)c(O)c2)cs1
→ ., 2, 15, ?, -1, 3, -7, -0.5, -0.1%
[28] Cc1c(Cl)c(C(=O)N2CCCCCC2)nn1C
→ -5, 3, -1, ?, -12, -8, 16, -0.1, -0.8%
[29] O=C(c1cccs1)N1CCN(Cc2ccccn2)CC1
→ 2, 2, -11, -7%, -5, 6, -2, -1.1, -2.5%
[30] Cc1cccc(N2CCN(C(=O)c3oc(=O)c4ccccc4c3-c3ccccc3)CC2)c1C
→ ., 2, 4, -12%, 20, 1, 3, -0.3, -0.1%
[31] Cc1ccc(SCc2ccc(C(=O)Nc3cc([N+](=O)[O-])ccc3C)cc2)cc1
→ -5, 4, 0, -18%, -6, -2, -2, 1.6, 0.5%
[32] Cc1[nH]c2ccc(-c3nnc(SCC(=O)c4ccc(F)cc4)o3)cc2c1C
→ -20, 2, 0, 3%, -40*, 5, -7, 0.8, 12%
[33] CCOC(=O)c1oc2ccccc2c1NC(=O)c1cccc(OC)c1
→ -1, 11, -6, ?, 9, -14, 2, 0.7, 3.2%
[34] CN1CC2(Cc3c1ccc1ccccc31)C(=O)OC(C)(C)OC2=O
→ -18, 2, 0, 156%[activator], -10, 0, -2, 0.4, -0.1%
[35] CC1=NN(c2ccccc2)C(=O)/C1=C/c1cc(C)n(C2CC2)c1C
→ -9, 1, 5, -11%, 12, 1, -4, -0.5, 0.3%
[36] Cc1c(Cl)cccc1NC(=O)CSc1ncnc2c1cnn2CCO
→ 4, 8, 6, -6%, -16, -1, -4, -0.2, 12%
[37] Cn1nc(-c2ccccc2)cc1NC(=O)Nc1ccc(C(C)(C)C)cc1
→ -8, 3, 4, ?, -18, 6, -7, 0.5, 0.0%
[38] Cc1cc(=O)[nH]c2c1c(C)nn2C1CCCCC1
→ 13, 0, 0, -16%, -8, 22, -3, 0.2, 1.5%
[39] Cc1ccc2nc(-c3ccc(NC(=S)NC4CC(C)(C)NC(C)(C)C4)cc3)sc2c1
→ -16, 41*, 1, -13%, -3, 1, -3, 0.3, 4.7%
[40] O=C(NCc1ccco1)c1ccc(NS(=O)(=O)c2cccc(F)c2)cc1
→ 0, 2, 3, -11%, 1, 1, -2, 0.0, 0.3%

The list continues.
Every second line gives: RXFP1 antag, D1 ag, D2 PAM, Anesthetic bind, D1 antag, TRHR PAM, D1 PAM, TRHR ag, RXFP1 ag
[41] O/N=C/c1ccc(OCc2ccccc2)c(Br)c1
→ -10, 2, 0, ?, -33*, 3, 1, -0.6, 0.6%
[42] COc1ccc(N(CC(O)Cn2c3ccccc3c3ccccc32)S(=O)(=O)c2ccccc2)cc1 (stereo not drawn)
→ -4, 0, -3, 3%, 12, 2, 0, 0.3, -0.5%
[43] O=C(Oc1c(CN2CCOCC2)cc(Cl)c2cccnc12)c1ccccc1Cl
→ -32, -3, 8, -23%, 15, -2, -2, -0.6, 0.2%
[44] CC(C)(C)c1cnnn1-c1ccc(NC(=O)c2ccc(Br)o2)cc1
→ 2, 4, -2, ?, 14, -1, -6, 0.1, 2.1%
[45] Cc1ccc(OCc2nc(C#N)c(N3CCCCC3)o2)cc1
→ -12, 6, -4, 1%, -10, -14, -6, -0.4, 3.2%
[46] O=C(c1ccc(OC2CCN(Cc3ccccc3O)CC2)cc1)N1CCCCC1
→ -8, 0, 0, -7%, -5, 3, 0, 0.2, 1.2%
[47] Cc1ccsc1/C=N/n1cnc2sc(C)c(C)c2c1=O
→ -8, 3, 9, -16%, 0, 1, 2, -0.6, 0.3%
[48] COc1ccc(/C=N/NC(=O)C(=O)N2CCCCCC2)cc1O
→ -11, 4, 1, -10%, 0, -10, -4, 0.0, -3.1%
[49] Cc1nnc(Sc2c(-c3ccccc3)c3ccc(Cl)cc3[nH]c2=O)s1
→ -15, 4, 1, -16%, 33, -7, 10, 1.0, 5.0%
[50] O=C(Nc1ccc(S(=O)(=O)N2CCCC2)cc1)c1ccc(CN2CCOCC2)cc1
→ -20, 10, 13, ?, -13, 3, 10, 0.2, 1.9%
[51] Fc1ccc(NC(=S)Nc2cccc3ccccc23)cc1
→ 5, 4, 6, -8%, -3, -2, 1, 0.4, 2.6%
[52] Cc1cc(S(=O)(=O)Nc2cccnc2)c(Cl)cc1Cl
→ 17, 10, 9, 1%, -2, 1, 1, 0.5, 2.6%
[53] O=C(NC1CCCCC1)C(=S)N1CCCC1
→ 1, 3, 5, -14%, 7, -4, ., 0.1, -0.4%
[54] CCC(C)Oc1ccccc1C1CC(=O)NC2=C1C(=O)CCC2 (stereo not drawn)
→ -7, 4, 10, -6%, 6, 3, -8, -0.6, 0.0%
[55] CCCC[C@@H]1CNC(=S)N1CC1CCCCC1
→ ., 7, 10, -4%, 19, 1, 8, -0.5, -2.3%
[56] COc1ccccc1NC(=O)N1CCN(c2ncccn2)CC1
→ -6, 6, ., -4%, -6, 7, -5, 1.2, -0.9%
[57] COc1ccccc1OCC(=O)O
→ -16&7, -1&7, -4&0, -6%&-4%, -14&-17, -4&1, 2&1, 0.6&-0.1, 2.3%&-0.5%
[58] O=C(O)C1=C[C@H](c2coc3ccccc3c2=O)C[C@H](OCCCCO)O1
→ ., -3, -2, -2%, 2, -5, 0, 0.4, 12%
[59] COc1cc(O)oc1C=Nc1ccc(C(F)(F)F)cc1
→ -10, 0, 22, -20%, 5, -1, -6, 0.3, -1.3%

Bioassay records as filed in PubChem.
